CCR6 antag – antagonists of human CCR6 receptor; CHO-K1 CCR6 PathHunter beta-arrestin, luminescence, CCL20-stimulated; inhibition, % at 20 µM; 340,000 tested, 0.49% active; AID 493098;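 active = compounds whose inhibition of the agonist-driven luminescence signal at 20 µM reaches about 50%, limit read from the data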;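 note: cells stimulated with CCL20 at 14 nM final; plate controls were DMSO with CCL20 for no effect and DMSO without agonist for full effect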
CXCR6 block – inhibitors of human CXCR6 receptor; 360,000 tested, 0.36% active; O00574; CHO-K1 PathHunter CXCR6 beta-arrestin, luminescence; inhibition, % at 20 µM; in the data active = inhibition above about 34%, passing the limit was not always enough;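 note: antagonist mode with CXCL16 agonist at 10 nM final; 0% = 10 nM CXCL16 with DMSO and 100% = unstimulated wells without agonist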
EBI2 antag – blocks human EBI2 receptor beta-arrestin signaling; P32249; EBI2 beta-arrestin recruitment, luminescence, 7a,25-OHC stimulated; inhibition, % at 5 µM; 360,000 tested, 0.81% active; in the data active = inhibition above about 38%;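 note: enzyme fragment complementation signal reports receptor beta-arrestin coupling in cells; 0% = agonist plus DMSO wells and 100% = wells without agonist; some results beyond the cut were filed as inactive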
Target sequence (P32249 whole entry, looked up, the tested form may be a part): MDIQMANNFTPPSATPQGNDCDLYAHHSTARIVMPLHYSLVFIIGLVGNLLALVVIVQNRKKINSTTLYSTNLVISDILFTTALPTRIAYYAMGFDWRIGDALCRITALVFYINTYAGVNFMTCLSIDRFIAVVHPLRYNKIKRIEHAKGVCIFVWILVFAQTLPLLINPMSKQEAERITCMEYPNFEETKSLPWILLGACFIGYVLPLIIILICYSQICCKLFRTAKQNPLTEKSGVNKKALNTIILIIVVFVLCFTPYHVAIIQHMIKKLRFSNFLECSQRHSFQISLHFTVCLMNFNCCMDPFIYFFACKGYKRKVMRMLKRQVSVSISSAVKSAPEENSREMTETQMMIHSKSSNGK
697 NFkB inh – lowers PMA/ionomycin-induced NF-kB signal in 697 B cells; 697 B-cell NF-kB luciferase reporter, 16 h; inhibition, % at 4 µM; 330,000 tested, 0.33% active; AID 435022; in the data active = inhibition above about 35%
UBC13 inh – blocks human UBC13 polyubiquitin chain formation. P61088. TR-FRET. inhibition, % at 20 µM. 330,000 tested, 0.47% active. AID 485273; in the data active = inhibition above about 45%, passing the limit was not always enough; inconclusive = no clear call, values can overlap the other calls
Target sequence (P61088 whole entry, looked up): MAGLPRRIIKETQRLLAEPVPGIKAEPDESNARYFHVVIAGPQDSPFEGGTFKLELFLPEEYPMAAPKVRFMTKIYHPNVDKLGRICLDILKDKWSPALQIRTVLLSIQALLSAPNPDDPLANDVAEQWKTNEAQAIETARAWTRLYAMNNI
Jurkat NFkB inh – lowers PMA/ionomycin-induced NF-kB signal in Jurkat cells. PMA/ionomycin-induced NF-kB luciferase reporter, luminescence. 330,000 tested, 0.53% active. AID 435003. inhibition, % at 4 µM; in the data active = inhibition above about 50%
Gli-Sufu block – antagonists of Gli-Sufu signaling; Sufu-KO-LIGHT fibroblasts, Gli luciferase reporter luminescence; inhibition, % at 5 µM; 340,000 tested, 0.74% active; AID 588413;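 active = inhibition above about 55%, limit read from the data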;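 note: 0% = DMSO-treated cells and 100% = wells with medium but no cells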
APJ antagonist – blocks the human apelin receptor APJ | CHO-K1 APJ beta-arrestin complementation, luminescence | inhibition, % at 20 µM | 330,000 tested, 0.32% active;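 active = inhibition above about 40% at 20 µM, limit read from the data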;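 note: cells challenged with 10 nM apelin-13 agonist together with compound; plate controls were apelin-13 plus DMSO wells for no effect and DMSO wells lacking apelin-13 for full effect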
Target sequence (P35414 whole entry, looked up): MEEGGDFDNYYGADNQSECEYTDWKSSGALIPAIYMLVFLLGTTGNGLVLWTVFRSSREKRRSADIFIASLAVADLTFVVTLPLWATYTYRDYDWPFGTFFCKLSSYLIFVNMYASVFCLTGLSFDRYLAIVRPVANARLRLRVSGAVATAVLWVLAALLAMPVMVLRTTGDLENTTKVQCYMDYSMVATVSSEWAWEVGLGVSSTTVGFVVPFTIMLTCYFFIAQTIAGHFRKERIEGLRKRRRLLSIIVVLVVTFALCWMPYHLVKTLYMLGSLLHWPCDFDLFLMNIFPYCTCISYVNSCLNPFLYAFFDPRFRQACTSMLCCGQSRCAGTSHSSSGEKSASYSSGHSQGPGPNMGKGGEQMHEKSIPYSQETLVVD
Starred values were filed as active, the others as inactive; ? = inconclusive; / = not tested or not shown; & = joins results of further samples. Compounds were not picked by outcome (roughly 3% active in at least one column).

SMILES	CCR6 antag	CXCR6 block	EBI2 antag	697 NFkB inh	UBC13 inh	Jurkat NFkB inh	Gli-Sufu block	APJ antagonist
COc1ccc2oc(=N)c(C(=O)Nc3ccccc3Cl)cc2c1	-7	3	6	-196	-6	-160	-94	1
COc1ccc2c(c1)[C@H]1[C@H](CO2)[C@H](c2ccccc2)[C@]2(C)C(=O)Nc3ccc(Br)cc3C(=O)N12	11	5	14	-3	?	7	9	2
COc1ccc(-c2oc3ccccc3c(=O)c2OCC(=O)O)cc1	9	6	-6	0	4	-14	-1	-9
COc1ccc(NC(=O)CN(C)CC(=O)Nc2cccc3ccccc23)c(OC)c1	-1	6	0	7	1	2	1	-38
O=C(NC1CCCCC1)c1ccc(-n2cncn2)c([N+](=O)[O-])c1	1	0	0	25	3	7	-1	7
Nc1cccnc1-n1nc(C(F)(F)F)cc1C(F)(F)F	-6	-5	-6	7	5	-7	-7	-7
C/C(CC(=O)Nc1ccc2c(c1)OCCO2)=N\NC(=O)Cc1ccccc1	12	3	2	19	-3	3	-14	34
CCC1(C)Cc2c(sc3nc(NC)n(C)c(=O)c23)CO1 (stereo unspecified)	0	-16	6	1	2	-7	-8	11
O=S(=O)(c1cccc(C(F)(F)F)c1)N(CCCN1CCOCC1)Cc1cccs1	1&14	-3&-2	2&10	-44&-4	-1&7	-10&-17	-6&0	10&5
O=C(CCN1C(=O)C2CC=CCC2C1=O)Nc1cc(C(F)(F)F)ccc1N1CCCC1 (stereo unspecified)	1	2	3	-6	-2	-2	-2	17
Cc1ccccc1NC(=O)Nc1ccccn1	-8	0	-8	-25	3	-30	-13	3
COc1ccc(OC)c(S(=O)(=O)NCC(=O)O)c1	13	-11	-6	9	2	-3	-1	-9
Cc1cccc(C)c1OCCCCN1CCNCC1	2	-8	-7	-7	-8	13	17	-1
CCOc1cc(C(=O)CCC(=O)OCC(=O)Nc2ccc(F)cc2)ccc1O	0	-2	-2	-1	5	-3	1	4
COCC(=O)N1CCC(Oc2ccc(C(=O)N3CCCCCC3)cc2)CC1	13	3	10	-8	-4	15	-3	11
Cc1cccc(N2CCN(Cc3nc(-c4ccc(F)cc4F)oc3C)CC2)n1	5	-5	-3	-29	-2	-1	-33	-2
COc1ccccc1NS(=O)(=O)c1ccc(NC(=O)c2nc3nc(C)cc(C(F)F)n3n2)cc1	3	-1	-4	21	17	5	-6	-4
CC(=O)Nc1ccc(Oc2ccc(S(=O)(=O)N3CCCC3)cn2)cc1	8	2	3	16	0	16	7	0
CN(C)Cc1c(C(=O)N/N=C/c2cccc3ccccc23)nnn1-c1nonc1N	6	2	-11	-10	-2	-3	-5	-11
NC(=O)C1c2ccccc2Oc2ccccc21	5	-1	-1	6	4	-10	6	6
CCOCCCNC(=O)C(c1ccccc1)N(Cc1cccs1)C(=O)CNC(=O)c1ccccc1 (stereo unspecified)	5	-6	-6	-5	4	-4	4	-3
COC(=O)c1sccc1NC(=O)C1CC=CCC1C(=O)O (stereo unspecified)	-8	-8	-1	10	3	1	-5	-19
O=C(CCS(=O)(=O)c1ccc(F)cc1)Nc1nc(-c2ccncc2)cs1	6	-1	5	-25	-4	-20	5	8
CC(C)CCNc1nc2ccccc2nc1NS(=O)(=O)c1cccs1	7	4	-7	19	15	5	4	-8
COc1cc(C2C(C#N)=C(N)OC3=C2C(=O)CC(C)(C)C3)ccc1OC(=O)N1CCOCC1 (stereo unspecified)	-8	-2	-7	1	3	1	2	-21
COc1ccc2nc(NC(=O)C3=NN(c4ccccc4)C(=O)CC3)sc2c1	11	7	4	-13	-36	-7	-25	1
CN(C)c1ccc(C2(O)C(=O)c3ccccc3C2=O)cc1	3	-12	6	7	6	8	20	4
CC(=O)N1CC=CC1(C)C(=O)NCc1cc(F)cc(C(F)(F)F)c1 (stereo unspecified)	-3	6	1	28	-2	9	3	11
O=c1[nH]cnc2c1ncn2[C@@H]1C[C@@H](O)[C@H](CO)O1	2	4	-3	10	0	1	4	7
OC1CCCC1NCc1ccnc2cc(Cl)ccc12 (stereo unspecified)	7	-13	3	/	/	/	16	/
Clc1ccc(-c2c[nH]c3ccccc23)nn1	7	0	1	-9	-6	-15	0	-25
COCCn1c(SCC(=O)NC2CCCCC2C)nc2ccccc2c1=O (stereo unspecified)	2	-2	-1	8	8	10	-7	-1
COc1cc(-c2nnc(-c3ccccc3)o2)cc(OC)c1OC	1	3	10	24	6	-9	-4	13
CCOC(=O)c1c(NC(=O)C(C)OC(=O)c2ccc(NC(=O)CC#N)cc2)sc2c1CCCC2 (stereo unspecified)	1	-12	6	-12	-18	1	-1	-17
Oc1oc(-c2ccco2)nc1C=Nc1cccc(Cl)c1	12	2	3	8	0	-3	-4	28
Cn1cc(/C=N/NC(N)=S)c2ccccc21	6	-8	-8	12	-14	-13	-2	-6
CN(C)c1ccc(N/C=C/C(=O)c2ccc(F)cc2)cc1	0	4	7	-126	-26	-146	-85	-9
Cc1oc(-c2cc(F)ccc2F)nc1CN1CCN(C)C(=O)[C@@H]1C	4	9	-1	11	-4	-9	-3	-1
Cc1cccn2c(N)c(-c3ccccc3)nc12	2	-5	6	-36	3	-1	-11	0
Cc1nc2c(-c3ccc(F)cc3)c(C)nn2c(C)c1CCC(=O)Nc1ccccc1F	0	2	8	22	9	12	4	-4
CNc1nc(C(=O)O)nc(N2CCOCC2)n1	9	5	-9	-2	3	-3	6	3
Cc1ccc(C(=O)NCC(=O)OCC(=O)c2ccc3c(c2)OCCO3)cc1C	17	0	-15	-8	-2	-8	-2	9
Cc1ccc2c(CN3CCCCC3C)cc(=O)oc2c1C (stereo unspecified)	22	10	10	-14	0	6	/	10
Cc1ccc(/C(N)=N/OC(=O)C(C)c2ccc([N+](=O)[O-])cc2)cc1 (stereo unspecified)	0	-4	-6	-13	-3	-6	-8	4
CCc1ccccc1NC(=O)CSc1nc(-c2ccccc2)nn1C(=O)c1cccc([N+](=O)[O-])c1	/	/	/	8	4	-5	/	7
COc1ccc(CN(CCC(C)C)S(=O)(=O)c2ccccc2Br)c(OC)c1	28	-2	17	28	/	/	17	/
CN1C(C)(C)CC(=NOC(=O)c2ccccc2)CC1(C)C	-23	-3	-3	-13	-5	-6	-1	0
Cc1ccc(SCC(=O)Nc2cc(C)on2)cc1	-4	1	-12	21	8	5	6	17
COc1cc(C2C3=C(CC(C)(C)CC3=O)N(C)C3=C2C(=O)CC(C)(C)C3)ccc1O	5	-6	-8	-18	-10	-13	7	6
COC(=O)Cn1ncc2c3ccccc3n(C)c2c1=O	-5	-6	-3	2	5	-11	7	5
CN(C(=O)c1cccc(NC(=O)C2CCCN(C(=O)OC(C)(C)C)C2)c1)C1CCC1 (stereo unspecified)	-10	-1	-5	-12	10	-2	7	-5
O=C(COC(=O)c1cccc(S(=O)(=O)NCc2ccccc2)c1)c1ccccc1	18	7	2	-7	0	-6	2	0
O=C(CN1C(=O)C2C3C=CC(C3)C2C1=O)Nc1ccc(C(=O)O)cc1 (stereo unspecified)	4	2	-2	25	0	6	4	2
COC(=O)c1ccc(CSc2nc(-c3ccccc3)cs2)o1	22	-2	4	-20	2	-18	-9	17
O=[N+]([O-])c1cccc(Oc2ncccc2[N+](=O)[O-])c1	5	-6	-7	/	/	/	1	/
Cn1c(/C(C#N)=C(\O)COc2ccc3ccccc3c2)nc2ccccc21	13	-5	-1	22	-17	22	-96	-5
O=[N+]([O-])c1cc(CN(CCO)CCO)ccc1O	16	6	2	7	-5	-7	-6	5
CCOCCCNC(=O)c1[nH]c(C)c(C(C)=O)c1C	5	-6	-6	-3	5	8	-13	9
Cc1c(N/C(=N/S(=O)(=O)c2ccccc2)c2ccc(Cl)cc2)c(=O)n(-c2ccccc2)n1C	11	-7	-2	-13	5	7	-9	-4
O=C(Nc1ccccc1C(=O)OCC(=O)N1CCc2ccccc2C1)c1ccco1	-1	16	2	2	-14	-5	-19	0
Cc1ccc(OCC(=O)Nc2ccc3c(c2)OCO3)cc1C	12	-1	2	1	7	-5	1	15

Already shown: entries from further up.
SMILES	CCR6 antag	CXCR6 block	EBI2 antag	697 NFkB inh	UBC13 inh	Jurkat NFkB inh	Gli-Sufu block	APJ antagonist
Clc1ccc(-c2c[nH]c3ccccc23)nn1	7	0	1	-9	-6	-15	0	-25
COCCn1c(SCC(=O)NC2CCCCC2C)nc2ccccc2c1=O (stereo unspecified)	2	-2	-1	8	8	10	-7	-1
COc1cc(-c2nnc(-c3ccccc3)o2)cc(OC)c1OC	1	3	10	24	6	-9	-4	13
CCOC(=O)c1c(NC(=O)C(C)OC(=O)c2ccc(NC(=O)CC#N)cc2)sc2c1CCCC2 (stereo unspecified)	1	-12	6	-12	-18	1	-1	-17
Oc1oc(-c2ccco2)nc1C=Nc1cccc(Cl)c1	12	2	3	8	0	-3	-4	28
Cn1cc(/C=N/NC(N)=S)c2ccccc21	6	-8	-8	12	-14	-13	-2	-6
CN(C)c1ccc(N/C=C/C(=O)c2ccc(F)cc2)cc1	0	4	7	-126	-26	-146	-85	-9
Cc1oc(-c2cc(F)ccc2F)nc1CN1CCN(C)C(=O)[C@@H]1C	4	9	-1	11	-4	-9	-3	-1
Cc1cccn2c(N)c(-c3ccccc3)nc12	2	-5	6	-36	3	-1	-11	0
Cc1nc2c(-c3ccc(F)cc3)c(C)nn2c(C)c1CCC(=O)Nc1ccccc1F	0	2	8	22	9	12	4	-4
CNc1nc(C(=O)O)nc(N2CCOCC2)n1	9	5	-9	-2	3	-3	6	3
Cc1ccc(C(=O)NCC(=O)OCC(=O)c2ccc3c(c2)OCCO3)cc1C	17	0	-15	-8	-2	-8	-2	9
Cc1ccc2c(CN3CCCCC3C)cc(=O)oc2c1C (stereo unspecified)	22	10	10	-14	0	6	/	10
